# Screening results as filed in PubChem.
# FXIIa inh = human FXIIa protease inhibitors, primary screen, biochemical, 1536-well | 220,000 tested, 0.3% active | purified FXIIa, Boc-QGR-AMC fluorogenic substrate, 2 h | inhibition, % at 5 µM | Coagulation factor XII (Homo sapiens), P00748 | AID 800, 2007; in the data active = inhibition above about 40%;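 also: 0% = enzyme with no compound and 100% = blank without enzyme; many of its hits are not listed in these tables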
# Thrombin inh = human alpha-thrombin inhibitors, primary screen, counter-screen for coagulation protease inhibitor project, biochemical, 1536-well, fluorogenic AMC substrate; Prothrombin (Homo sapiens), P00734; Boc-VPR-AMC fluorogenic substrate cleavage; inhibition, % at 5 µM; 220,000 tested, 0.26% active; AID 1046, 2008;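 active = inhibition at or above 40%; inactive = inhibition below 40%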;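 also: 0% = enzyme with no compound and 100% = wells without enzyme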
#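 System – human alpha-thrombin · Medium – pH 7.5 Tris (50 mM) with NaCl 150 mM, Tween 20 0.05% · Compound – single-point dosing at 5 µM, 0.2% DMSO · Incubation – enzyme reaction carried out at room temperature · Technique – fluorescence of released AMC, ex 355 nm, em 460 nm · Read-out basis – % inhibition of thrombin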
# PERK inh = block of dimerizer-induced PERK translation repression, primary screen, PERK inhibitor project, CHO PERK-DD cells, SEAP luminescence, HTS. CHO PERK-DD fusion, SEAP luminescence translation reporter. inhibition, % at 5.6 µM. 220,000 tested, 0.17% active;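 active = inhibition above the mean inhibition of all tested compounds plus 3 SD, set separately per screening campaign, cut at about 2.9% in these data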;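 also: PERK kinase domain activated by AP20187 dimerizer at 100 nM; 0% = DMSO with dimerizer and 100% = rapamycin at 8.4 µM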
# FXIa inh = human FXIa protease inhibitors, primary screen, biochemical, 1536-well | purified FXIa, Boc-Glu-Ala-Arg-AMC fluorogenic substrate | inhibition, % at 5 µM | 220,000 tested, 0.14% active;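 active = inhibition of at least 40%; inactive = inhibition below 40%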;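 also: fluorescence of freed AMC excited at 355 nm; 0% = enzyme without compound and 100% = no enzyme blank; many of its hits are not listed in these tables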
# p97 ATPase inh = inhibitors of human p97 ATPase, primary screen, biochemical; 220,000 tested, 0.42% active; Transitional endoplasmic reticulum ATPase (Homo sapiens), P55072; inhibition, % at 8 µM; recombinant p97 ATPase, Kinase-Glo ATP luminescence, 3 h; in the data active = inhibition above about 15%;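 also: 0% = DMSO vehicle and 100% = wells lacking enzyme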
# Furin inhibitor = human furin inhibitors, primary screen, biochemical, fluorescence intensity; P09958; purified furin, fluorogenic substrate cleavage; inhibition, % at 30 µM; 220,000 tested, 0.061% active; in the data active = inhibition above about 25%; also: inactives centre near -15
# Wee1 stabilizer = Wee1 degradation inhibitors, primary screen, cell-based, HeLa, Wee1K328M-luciferase, luminescence; Wee1-like protein kinase (Homo sapiens), P30291; HeLa Luc-Wee1K328M stability; 100% = proteasome inhibitor MG132 effect; reporter increase, % at 5 µM; 220,000 tested, 1.2% active;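 active = activation above the mean of all tested compounds plus 3 SD, set per screening run, cut at about 8.8% in these data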;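 also: cells exposed to compound for 20 h before luminescence read; 0% = DMSO alone and 100% = MG132 at 30 µM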
# Target sequence (P30291 whole entry K328M): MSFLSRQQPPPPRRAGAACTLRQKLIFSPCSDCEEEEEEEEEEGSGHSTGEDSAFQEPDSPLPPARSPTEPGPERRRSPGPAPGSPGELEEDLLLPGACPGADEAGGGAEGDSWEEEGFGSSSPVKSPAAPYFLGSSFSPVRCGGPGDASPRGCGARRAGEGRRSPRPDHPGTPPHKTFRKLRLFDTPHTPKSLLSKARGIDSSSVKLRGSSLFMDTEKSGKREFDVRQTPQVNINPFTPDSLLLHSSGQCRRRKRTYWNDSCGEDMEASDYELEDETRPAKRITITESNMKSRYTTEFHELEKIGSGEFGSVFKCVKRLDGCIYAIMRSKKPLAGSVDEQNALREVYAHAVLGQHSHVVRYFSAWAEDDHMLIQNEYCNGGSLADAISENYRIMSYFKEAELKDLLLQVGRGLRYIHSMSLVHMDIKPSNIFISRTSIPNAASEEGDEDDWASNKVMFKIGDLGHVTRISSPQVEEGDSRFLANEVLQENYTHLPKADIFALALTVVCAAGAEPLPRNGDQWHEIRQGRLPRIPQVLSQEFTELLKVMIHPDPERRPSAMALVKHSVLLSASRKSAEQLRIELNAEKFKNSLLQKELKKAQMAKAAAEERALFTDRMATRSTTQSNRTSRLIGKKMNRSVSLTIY
# hK5 inh = human KLK5 protease inhibitors, primary screen, biochemical, 1536-well; 210,000 tested, 0.59% active; inhibition, % at 5 µM; Kallikrein-5 (Homo sapiens), Q9Y337; recombinant hK5, fluorogenic AMC substrate cleavage; AID 873, 2007;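 active = inhibition of 40% or more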;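 also: 0% = enzyme controls without compound and 100% = no-enzyme blanks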
# Target sequence (Q9Y337 67-293 limits assumed): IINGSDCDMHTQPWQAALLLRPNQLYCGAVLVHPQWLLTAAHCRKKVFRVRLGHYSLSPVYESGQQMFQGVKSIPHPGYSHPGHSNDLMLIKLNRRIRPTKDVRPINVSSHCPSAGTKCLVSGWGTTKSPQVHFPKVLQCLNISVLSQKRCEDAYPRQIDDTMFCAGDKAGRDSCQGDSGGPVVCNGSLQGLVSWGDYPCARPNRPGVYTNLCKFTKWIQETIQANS
# Cl transport mod = KCC2 cotransporter modulators, thallium flux, primary screen, cell-based, HEK293 KCC2, FluoZin-2 fluorescence, MLSMR; Solute carrier family 12 member 5 (Homo sapiens), Q9H2X9; B-score of Tl+ flux slope (higher = more flux/activation; lower = inhibition) at 10 µM; KCC2 cells, thallium flux FluoZin-2 fluorescence; 190,000 tested, 2.2% active;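 active = thallium flux slope and its plate-corrected score both differing from the plate sample mean at a set confidence after two filtering rounds, in either direction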;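 also: slope of fluorescence scaled to starting intensity during 10 to 20 s after thallium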
# * hit, by the source's call; . = not tested or not shown; [ ] = dose if it differs, or a comment.
SMILES,FXIIa inh,Thrombin inh,PERK inh,FXIa inh,p97 ATPase inh,Furin inhibitor,Wee1 stabilizer,hK5 inh,Cl transport mod
CC1CCCCC1NC(=O)C1CCC(CNc2c(N3CCCCC3)c(=O)c2=O)CC1 (stereo unspecified),7.4,1.8,0.6,0.8,4.7,-19.4,0.2,4.5,0.361
COc1ccc(/C=N/NC(=O)CCn2nnc3ccccc32)cc1,-0.7,-4.7,-0.7,-7.8,-7.0,-20.4,-1.2,7.9,-0.632
O=C(CCc1nc(-c2ccc(Cl)cc2)no1)OCc1ccc(Br)cc1,.,.,1.0,.,-0.9,17.3[20 µM],-1.5,.,-2.13
Cc1cccc2cc(CN(Cc3ccccc3)C(=O)N3CCOCC3)c3nnnn3c12,.,.,-0.1,.,3.5,-10.1[20 µM],3.3,.,0.86
CCCC(=O)N1N=C(c2ccccc2)CC1c1cn(C)c2ccccc12 (stereo unspecified),9.2,-5.9,-0.7,-4.8,-1.7,-6.6,-3.1,-6.9,-0.00925
Cc1ccc2nc(NC(=O)/C=C/c3ccc4c(c3)OCO4)sc2c1,4.5,-3.9,0.7,-0.3,1.8,-12.7,0.7,-12.9,-0.0194
Cc1noc(N)c1C1(O)C(=O)N(C(C)C)c2ccccc21 (stereo unspecified),3.9,-13.5,0.9,-2.3,7.0,-27.0,1.5,-4.2,-0.678
Fc1ccc(-c2ccnc3nc(-n4cccc4)nn23)cc1,16.3,-2.2,-0.1,-5.9,-0.8,-13.9[20 µM],-2.0,-27.6,-1.5
CCC(=O)Nc1ccc(C(=O)N/N=C/c2cccnc2)cc1,12.4,3.1,0.1,1.1,0.8,1.2[20 µM],-1.1,-22.1,-0.773
Cc1cc(NC(=O)c2cc(S(=O)(=O)N3CCCCC3)ccc2C)n(-c2ccccn2)n1,3.0,-1.4,0.7,6.2,1.8,-20.4,-0.1,1.6,-0.99
CCCOc1ccc(OCCOCCNCc2ccccc2)cc1,13.4,-3.6,-0.7,3.8,2.9,-13.8,-0.3,-25.4,0.016
Cc1ccc(CSc2nnc(-c3ccco3)o2)cc1,13.4,1.0,1.7,2.3,2.5,-12.9[20 µM],-2.1,9.6,-1.36
Cc1ccc(NC(=O)CCC(=O)OCC(F)(F)C(F)F)cc1,14.9,-6.8,0.9,3.2,0.4,-32.7[20 µM],-2.2,-2.7,0.336
COC(=O)C1=C(N)Oc2c(oc(CO)cc2=O)C1c1c(F)cccc1Cl (stereo unspecified),3.4,-8.7,1.4,-4.1,4.8,-27.8,1.1,-1.2,-1.7
O=C(c1sc2ccccc2c1Cl)N(Cc1ccccc1)C1CCS(=O)(=O)C1 (stereo unspecified),14.6,1.3,0.1,0.5,-2.0,-6.0[20 µM],1.5,-25.1,-1.66
COC(=O)c1ccc(CSc2nnc(Nc3ccc(C)cc3)s2)o1,14.4,4.1,0.7,7.4,-1.8,-15.2[20 µM],-0.2,-40.1,-0.507
CC(C)C(c1nnnn1C(C)(C)C)N1CCN(Cc2cccnc2)CC1 (stereo unspecified),10.2,-5.5,-0.3,2.1,-1.4,-16.5,-2.8,4.4,0.0394
O=C(Cc1nc2ccccc2[nH]1)NCc1ccco1,16.4,2.1,0.1,4.1,4.0,-16.9,-0.8,7.0,.
CC1Cc2ccccc2N1C(=O)COC(=O)CNC(=O)c1ccc(Br)o1 (stereo unspecified),24.0,27.7,1.3,15.7,-3.0,-10.2[20 µM],-1.6,36.5,-1.34
O=C(NCCCn1ccnc1)C(=O)NCC(c1ccco1)N1CCN(c2ccc(F)cc2)CC1 (stereo unspecified),-7.6,-1.7,0.4,-5.8,0.6,-28.9,-1.5,-24.3,-0.807
CC1(C)Cc2c(sc3nc4n(-c5ccccc5)c(=O)c(CCC(=O)O)nn4c(=O)c23)CO1,4.2,-3.7,-0.2,-2.6,1.7,-2.6,0.0,-20.9,-0.328
CCc1ccc(NC(=O)Cc2cn(C)c3ccccc23)cc1,-1.3,-3.5,0.1,-3.1,-3.0,-16.3[20 µM],4.8,-26.0,0.754
CCOC(=O)n1c(=O)n(Cc2ccc(Cl)cc2Cl)c2ccccc21,5.8,-3.8,0.3,-10.2,-7.3,-5.1[20 µM],-0.1,14.5,.
O=C1C=C(c2ccc(Cl)cc2)C(=O)N1Nc1ccccc1,17.4,0.8,-0.6,-12.0,0.8,-9.4[20 µM],0.6,8.8,.
CC1CN(CCC(=O)Nc2ccc3c(c2)OCO3)CC(C)O1 (stereo unspecified),13.9,4.5,-0.6,1.2,2.0,-30.4,-0.9,7.3,-0.011
O=C(NCC1CCCO1)/C(=C\c1ccco1)NC(=O)c1ccc(Cl)cc1 (stereo unspecified),0.6,-2.4,0.3,-2.7,3.2,2.2,-1.3,-3.0,0.0578
Cc1cc(C)cc(NC(=O)C2CCCN2/C=C/C(=O)C(F)(F)F)c1 (stereo unspecified),5.4,-3.4,1.0,5.3,4.1,-4.1,0.0,-3.6,-0.154
CN(CCNC(=O)c1cn(C)c2ccc(S(=O)(=O)N3CCCC3)cc2c1=O)CCc1ccccc1,7.7,-2.6,0.0,-1.1,3.8,-16.0,1.1,3.5,.
CC1CCN(C(=O)c2ccc(SCc3ccccc3F)c([N+](=O)[O-])c2)CC1,9.1,-1.6,1.5,5.1,4.4,-6.5,1.5,-22.4,-3.38*
Cc1ccc(-c2cn3cccnc3n2)cc1NC(=O)c1ccc(Br)o1,-10.8,-7.8,-0.5,-9.6,4.3,-21.8[20 µM],0.6,-7.7,0.00686
Cc1sc2nc(SCC(N)=O)n(C)c(=O)c2c1C,14.7,2.4,0.5,4.0,-4.3,-17.0[20 µM],2.0,1.9,-0.349
CC(=O)Nc1ccc(C(=O)N(C)C(C(=O)Nc2ccccc2)c2ccccn2)cc1 (stereo unspecified),12.6,1.5,0.9,10.0,5.2,-18.4,1.7,-19.9,-0.248
CSc1nnc(CCCCCNC(=O)OC(C)(C)C)o1,23.3,11.6,-1.3,16.9,-7.4,-3.9,2.0,29.6,1.13
CC(=O)Nc1nc(C(F)(F)F)cs1,12.3,-2.2,1.4,9.6,2.1,-12.4,-0.8,-12.4,0.601
O=C(O)CCCCCn1c(O)c(C=C2N=c3ccccc3=N2)sc1=S,13.5,-0.6,1.2,6.2,5.3,-16.6,1.1,-8.8,-2.52
CN=C1SC(CC(=O)Nc2ccc(C(C)=O)cc2)C(=O)N1C (stereo unspecified),.,.,1.5,.,2.7,-26.0[20 µM],-0.8,.,-0.479
CCCCNC(=O)COC(=O)c1cc(C)oc1C,.,-6.2,-0.6,-2.4,1.6,-15.7,-3.4,0.8,-0.0116
CC(C)C(C(=O)Nc1cccnc1)N1C(=O)c2ccccc2C1=O (stereo unspecified),-2.6,-6.9,-0.1,-9.3,-4.9,-2.8[20 µM],5.6,-3.3,0.294
CCCNS(=O)(=O)c1ccc(OCC(=O)NCc2ccco2)cc1,-4.9,-6.4,0.5,-5.5,-4.8,-17.6[20 µM],4.7,-2.8,-0.384
Cc1ccc2nc(NC(=S)NC(=O)c3cccs3)sc2c1,0.6,-2.0,0.8,-5.0,-0.7,-19.7[20 µM],-1.0,-3.0,9.24*
O=C(Nc1cccc(Cl)c1)Nc1ccc(Br)cc1F,10.0,-7.7,0.7,5.6,2.1,-14.0,12.9*,-10.7,0.45
Cc1nc(NC(=O)c2ccc3c(c2)OCO3)ccc1Br,0.1,0.1,0.1,-4.6,-1.6,-18.6,18.7*,-8.3,0.0137
C=Cc1ccc(CSc2cc(C)nc3nc(C)nn23)cc1,14.5,5.4,-1.8,3.9,6.2,-16.4,-1.8,5.8,0.227
CCOC(=O)c1cc(-c2ccco2)nc2c1c(C)nn2-c1ccccc1,17.4,3.4,0.2,3.1,0.1,-5.5,-2.9,-7.6,0.903
O=C(CSCc1ccccc1)Nc1ccc(S(=O)(=O)N2CCOCC2)cc1,8.4,0.8,1.3,0.9,6.1,-10.1,-2.5,-13.6,.
COCCNC(=O)c1cc2c(-c3ccc(Cl)cc3)nn(C)c2s1,3.2,-9.9,-1.1,-5.0,-1.1,-30.8,-1.9,7.5,.
Cc1ccccc1OCC1Cc2c(nc(N)c(C#N)c2N)O1 (stereo unspecified),0.1,-4.5,0.4,-2.2,-5.2,-8.2,0.7,-1.6,.
COc1ccc(OC)c(NC(=O)CCCN2C(=O)C3C4C=CC(C4)C3C2=O)c1 (stereo unspecified),28.2,4.0,-1.3,20.1,1.2,-18.3,-0.8,2.5,0.614
COc1ccc(-c2csc(/N=C/N(C)C)n2)cc1OC,-0.3,-8.3,1.3,-5.0,4.3,-10.8,1.7,-1.3,1.26
Cc1cccc(NC(=O)Cn2nnc(C(=O)NCc3ccco3)c2N)c1,4.9,-24.7,0.8,-8.9,4.0,-28.7,0.6,-3.1,-0.042
O=S1(=O)CCC(NC(=S)N2CCOCC2)C1 (stereo unspecified),9.0,-0.9,-0.5,0.9,1.1,-24.3,1.9,-9.5,0.124
C/C(=N\NC(=O)CCc1ccc(S(=O)(=O)N2CCOCC2)cc1)c1ccc(Br)cc1,5.9,-2.5,1.2,-5.6,-2.6,-21.2,0.9,0.9,0.487
O=[N+]([O-])c1ccc2nc(-c3ccccc3[N+](=O)[O-])[nH]c2c1,6.5,5.5,0.7,-3.1,9.6,-26.1,-0.2,1.2,-0.473
CCOC(=O)CCC(=O)Nc1ccc([N+](=O)[O-])cc1C,6.5,-10.4,1.2,1.7,6.1,-14.6,-4.8,0.2,0.0178
CCC(C(=O)c1ccc(O)cc1)c1ccccc1 (stereo unspecified),9.0,-2.3,1.1,-2.9,1.6,-13.1,0.1,-4.4,-0.867
COc1ccc(CNC(=O)C(OC(C)=O)c2ccccn2)cc1 (stereo unspecified),16.4,0.0,1.5,-0.4,-5.0,-10.7,-1.1,-28.2,0.647
CC(=O)Oc1ccc(C(=O)OCC(=O)c2c(N)n(C)c(=O)n(C)c2=O)cc1OC(C)=O,10.4,-1.2,-0.2,15.8,6.2,-23.1,-1.4,16.0,0.0226

# Single records (already shown).
# Cc1ccccc1OCC1Cc2c(nc(N)c(C#N)c2N)O1 (stereo unspecified) reads FXIIa inh: 0.1; Thrombin inh: -4.5; PERK inh: 0.4; FXIa inh: -2.2; p97 ATPase inh: -5.2; Furin inhibitor: -8.2; Wee1 stabilizer: 0.7; hK5 inh: -1.6; Cl transport mod: .
# COc1ccc(-c2csc(/N=C/N(C)C)n2)cc1OC reads FXIIa inh: -0.3; Thrombin inh: -8.3; PERK inh: 1.3; FXIa inh: -5.0; p97 ATPase inh: 4.3; Furin inhibitor: -10.8; Wee1 stabilizer: 1.7; hK5 inh: -1.3; Cl transport mod: 1.26

# Two entries picked at random from the list so far, as already listed:
SMILES,FXIIa inh,Thrombin inh,PERK inh,FXIa inh,p97 ATPase inh,Furin inhibitor,Wee1 stabilizer,hK5 inh,Cl transport mod
C/C(=N\NC(=O)CCc1ccc(S(=O)(=O)N2CCOCC2)cc1)c1ccc(Br)cc1,5.9,-2.5,1.2,-5.6,-2.6,-21.2,0.9,0.9,0.487
COc1ccc(OC)c(NC(=O)CCCN2C(=O)C3C4C=CC(C4)C3C2=O)c1 (stereo unspecified),28.2,4.0,-1.3,20.1,1.2,-18.3,-0.8,2.5,0.614
